mcGAS MS inh = blocks mouse cGAS cGAMP production. Q8C6L5. recombinant mouse cGAS, cGAMP by RapidFire MS. inhibition, % at 12.5 µM. 130,000 compounds, 0.18% hits. AID 1259397;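 active = inhibition of cGAS enzyme activity at or above 60%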;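 also: enzyme stimulated by 45 bp dsDNA with ATP and GTP substrates; cGAMP share of summed cGAMP plus half ATP and half GTP signals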
Target sequence (Q8C6L5 whole entry, looked up): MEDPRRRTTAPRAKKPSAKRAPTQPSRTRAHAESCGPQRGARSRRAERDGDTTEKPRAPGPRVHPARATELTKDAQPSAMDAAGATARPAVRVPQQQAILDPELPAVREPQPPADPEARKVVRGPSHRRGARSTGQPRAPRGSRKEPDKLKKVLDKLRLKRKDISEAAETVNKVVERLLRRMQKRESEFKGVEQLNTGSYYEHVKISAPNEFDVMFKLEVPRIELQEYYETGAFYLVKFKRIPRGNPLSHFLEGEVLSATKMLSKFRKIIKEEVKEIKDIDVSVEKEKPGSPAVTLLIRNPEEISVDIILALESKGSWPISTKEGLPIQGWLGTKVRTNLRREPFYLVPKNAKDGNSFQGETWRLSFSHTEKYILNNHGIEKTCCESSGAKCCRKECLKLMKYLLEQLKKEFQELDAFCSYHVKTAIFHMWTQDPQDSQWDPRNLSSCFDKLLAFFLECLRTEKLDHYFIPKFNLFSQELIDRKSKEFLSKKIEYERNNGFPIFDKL
* hit, by the source's call; & = joins results of further samples. These rows are one share of the data, so the mix of outcomes need not match the whole.

Start of the data: the first 5 records, to show the layout:
SMILES | mcGAS MS inh
OC1C2C3CC4C5C3C1C5C1(OCCO1)C42 (stereo not drawn) | 0
Cn1cc(CC2CC(=O)N(CC(O)c3c(F)cccc3F)C2=O)cn1 (stereo not drawn) | -7
CC(C)CN1CC(C(=O)N(C)Cc2cc(C3CC3)n[nH]2)CC1=O (stereo not drawn) | -9
O=S(=O)(Nc1ccc2cn[nH]c2c1)c1ccc2c(c1)CCC2 | -5
CC(C(=O)O)c1ccc(N2Cc3ccccc3C2=O)cc1 (stereo not drawn) | 4

The listing, previewed entries included:
SMILES | mcGAS MS inh
OC1C2C3CC4C5C3C1C5C1(OCCO1)C42 (stereo not drawn) | 0
Cn1cc(CC2CC(=O)N(CC(O)c3c(F)cccc3F)C2=O)cn1 (stereo not drawn) | -7
CC(C)CN1CC(C(=O)N(C)Cc2cc(C3CC3)n[nH]2)CC1=O (stereo not drawn) | -9
O=S(=O)(Nc1ccc2cn[nH]c2c1)c1ccc2c(c1)CCC2 | -5
CC(C(=O)O)c1ccc(N2Cc3ccccc3C2=O)cc1 (stereo not drawn) | 4
O=C(Cn1c(-c2ccccc2)cc(=O)n2ncnc12)NNC(=O)Nc1cccc(C(F)(F)F)c1 | -8
CCO[C@H]1COC[C@@H]1NC(=O)C(=O)N1CCc2ccccc21 | -8
COCCN1CC(C(=O)NCCc2nc(-c3ccccc3)cs2)CCC1=O (stereo not drawn) | -6
CCOC(=O)NC(=O)COC(=O)c1cccs1 | 3
OCc1ccc(CN(Cc2ccncc2)Cc2ccc(F)cc2)o1 | -7
O=C(C=Cc1ccccc1Cl)c1ccc([N+](=O)[O-])cc1 | -3
CCN(Cc1ccoc1)C(=O)NC(C)c1ccc(F)cc1F (stereo not drawn) | -5
Cc1ccc(-c2ccccc2C(=O)O)cc1 | -1
Cc1cc(C)n(CC(=O)NCc2ccccc2CN2CCC(C)CC2)n1 | -2
COc1cccc(-c2ccccc2NC(=O)C2CCN(Cc3ccc(OC)c(C)c3)CC2)c1 | -4
COC(=O)c1c(C)[nH]c(C(=O)C(C)OC(=O)CCC(=O)c2cc(C)sc2C)c1C (stereo not drawn) | 0
CCN1CCC(N(C)Cc2nc3c(F)cccc3[nH]2)CC1C (stereo not drawn) | 4
COc1cc(OC)cc(-c2nc(-c3ccncc3)no2)c1 | -19
Cc1ccc(Cl)cc1NC(=O)CCn1cncn1 | -14
O=S(=O)(NN=Cc1ccc(Br)cc1)c1ccc(Br)cc1 | -6
COc1cccc2c1OCCCN(c1ccc(-c3nccn3C)nn1)C2 | -6
CCOC(=O)N1CCN(C2CCCN(Cc3ccc4c(c3)CCO4)C2)CC1 (stereo not drawn) | -11
Cc1noc(C)c1CC(=O)NC1CC(=O)N(CCc2cccc(Cl)c2)C1 (stereo not drawn) | 7
CCOC(=O)C1(Cc2ccc(Cl)cc2)CCN(Cc2cccc(C(C)=O)c2)CC1 | -13&-5
c1cc(C2CN(Cc3cc(C4CCCCC4)no3)C2)ccn1 | -30
O=C(NCc1ccco1)c1csc(-c2cc3ccccc3[nH]2)n1 | -3
CCc1nc(C)c(C(=O)NCCOc2cccc3cccnc23)o1 | -9
CCC(C)NCc1csc(COc2ccc(OC)cc2)n1 (stereo not drawn) | -15
CCc1cnc(/C=C/c2ccccc2)nc1 | -16
CC(NC(=O)C1CC1c1ccccc1Br)C1CC1 (stereo not drawn) | -8

No new results follow: an excerpt of the list.
SMILES | mcGAS MS inh
COc1cccc2c1OCCCN(c1ccc(-c3nccn3C)nn1)C2 | -6
CCOC(=O)N1CCN(C2CCCN(Cc3ccc4c(c3)CCO4)C2)CC1 (stereo not drawn) | -11

The results go on:
SMILES | mcGAS MS inh
CCCCCn1c(=O)c2c(nc3n(CC(=O)OCC)c(C)c(C)n23)n(C)c1=O | -1
COc1ccc(C2NC(=S)NC(O)(C(F)(F)F)C2C(=O)c2cccs2)cc1 (stereo not drawn) | 8
CSCC(=O)Nc1c(C#N)c(C)c(C)n1-c1ccc(F)cc1 | -2
CCCOC1CCCN(C(=O)CCC(=O)c2cccs2)CC1 (stereo not drawn) | -32
C=CCSc1nc(C)c2cc(C)cc(C)c2n1 | 2
Cc1nnsc1CN1CCCN(CC2CC2)C(C(C)C)C1 (stereo not drawn) | -28
CC(=O)N1CCc2c(sc(NC(=O)CCS(=O)(=O)c3ccc(F)cc3)c2C#N)C1 | 9
Cc1ccc(C)c(NC(=O)C(C)N(C)Cc2ccsc2)c1 (stereo not drawn) | -11
CC(C)(O)C#Cc1ccc(C2NCCS2)cc1 (stereo not drawn) | 13
CCC1c2ccsc2CCN1C(=O)CNC(=O)c1ccc(Cl)c(Cl)c1 (stereo not drawn) | -2

In the list so far, seven contain a thiophene ring, fused or not.
SMILES | mcGAS MS inh
CCOC(=O)NC(=O)COC(=O)c1cccs1 | 3
COC(=O)c1c(C)[nH]c(C(=O)C(C)OC(=O)CCC(=O)c2cc(C)sc2C)c1C (stereo not drawn) | 0
COc1ccc(C2NC(=S)NC(O)(C(F)(F)F)C2C(=O)c2cccs2)cc1 (stereo not drawn) | 8
CCCOC1CCCN(C(=O)CCC(=O)c2cccs2)CC1 (stereo not drawn) | -32
CC(=O)N1CCc2c(sc(NC(=O)CCS(=O)(=O)c3ccc(F)cc3)c2C#N)C1 | 9
Cc1ccc(C)c(NC(=O)C(C)N(C)Cc2ccsc2)c1 (stereo not drawn) | -11
CCC1c2ccsc2CCN1C(=O)CNC(=O)c1ccc(Cl)c(Cl)c1 (stereo not drawn) | -2

(listing goes on)
SMILES | mcGAS MS inh
COc1cc(SC)ccc1C(=O)Nc1ccc(N2CCOCC2)cc1 | -1
CN(C)c1cc(C(=O)N2CCCc3cc(Cl)cc(F)c32)ccn1 | -43
O=C(NCCn1nnc2ccccc21)c1cc(C2CC2)[nH]n1 | -7
OCCN(Cc1nc2ccccc2o1)c1ccc(Br)cc1 | -5
O[C@@H]1CN(c2ncnc3nc[nH]c23)CC[C@H]1N1CCN(c2ccccc2F)CC1 | -22
CCN(C1CC1)S(=O)(=O)c1ccc(C)c(F)c1 | -4
O=S1(=O)CCN2C(c3ccccc3Cl)=CSC2=N1 | -7
O=C1CCCN1C(=O)COc1ccc(Br)cc1Br | -3
CCc1nnc2n1N(C(C)=O)C(c1ccccc1)=C(C(C)=O)S2 | -10
Cc1cc(C)n(CCCN(C)C(=O)C2CCC(=O)N(CCN3CCOCC3)C2)n1 (stereo not drawn) | -4
Cc1ccccc1OCC(=O)N=Nc1c(O)[nH]c2ccc([N+](=O)[O-])cc12 | -3
Cc1nn(S(=O)(=O)c2ccc(F)cc2)c(C)c1S(=O)(=O)N1CCC(C)CC1 | 4
Cc1cc(N2C(=O)c3oc4ccc(F)cc4c(=O)c3C2c2cccc([N+](=O)[O-])c2)no1 (stereo not drawn) | -8
CCOC(=O)C1CCN(C(c2cccc(Cl)c2)C2Sc3nc(C)nn3C2=O)CC1 (stereo not drawn) | -11
COc1ccc(C(=O)C2CCCN(C(=O)c3ccc4nc[nH]c4c3)C2)cc1F (stereo not drawn) | -4
COc1cccc(CC2(CO)CCN(S(=O)(=O)c3ccc(OC)cc3OC)CC2)c1 | -12
CC1=C(c2c(C)sc(C)c2C(=O)O)C(C)CCC1 (stereo not drawn) | -9
CCC(c1nc2ccccc2c(=O)n1CCOC)N1CCNCC1 (stereo not drawn) | -4
C=CCNc1ncc(C(=O)NCC(C)Cn2cccn2)s1 (stereo not drawn) | -1
CC(C)Oc1cc(Br)cc(C(=O)Nc2cccnn2)c1 | -6
Cc1ccc(/C=N\n2c(-c3ccc(O)c(C(N)=O)c3)csc2=NC2CC2)c(C)c1 | 10
O=C(O)C=Cc1ccc(I)o1 | -2
CC(C)CCOC(C)C(=O)NCC1CC12CCc1ccccc12 (stereo not drawn) | -8
O=C(NCCc1ccc(Cl)s1)NCCc1ccc(Cl)s1 | -1
O=C1C2=C(CCCC2)C(=O)N1c1cccc(OCCBr)c1 | -4
CCSc1nc(CC(=O)NC2CCCc3ccccc32)cs1 (stereo not drawn) | -6
O=C(C1CCCC1)N1CCSC1=Nc1ccc(Cl)c(Cl)c1 | 9
O=c1c(Oc2ccc(Cl)cc2)coc2cc(O)ccc12 | 0
Cn1cc(Cl)cc1C(=O)c1c(-c2ccncc2)[nH]n(C)c1=O | 4
O=C(C1CC2(CCNCC2)CN1)N1CCc2c(nc(CC3CC3)[nH]c2=O)C1 (stereo not drawn) | -6
CC1(C(=O)Nc2ccc3c(c2)OCO3)CCN1C(=O)C1(c2ccccc2)CC1 (stereo not drawn) | -17
COc1ccccc1C(=O)Nn1cnc2c(cnn2-c2ccc(C)c(C)c2)c1=O | -3
O=C(OCC(=O)N1CCCC1)c1c2c(nc3ccccc13)C(=Cc1ccc3c(c1)OCO3)CC2 | 1
Cc1c(C(=O)N2CCN(C)C3(CCN(C)CC3)C2)nnn1Cc1ccccc1 | -8
O=C(CCN1CCC(N2CCCC2=O)CC1)N1CCCc2ccccc21 | 10
Cc1ccc(-c2nnc(Nc3cccc(O)c3)c3ccccc23)cc1S(=O)(=O)N(C)C | -1
Cc1noc(C)c1C1CCCN1Cc1cccc(Cn2cccn2)c1 (stereo not drawn) | -5
COc1ccc(Br)c(C=Nc2ccc(C(=O)O)cc2C)c1O | -3
C#CCn1c(=NC(=O)c2ccn(CC)n2)sc2cc3c(cc21)OCCO3 | 9
O=S(=O)(c1cccc(F)c1)N1CCN(c2ccccc2)CC1 | 1
NC(=O)N1CCC(C(=O)NC2CCc3nccn3C2)CC1 (stereo not drawn) | -12
CCOC(=O)c1cc(C=O)c2sc3ccccc3n12 | -11
O=[N+]([O-])c1ccccc1SN1CCc2ccccc2C1 | -5
COC(=O)CNC(=O)c1cccc(NC(=O)c2c(F)cccc2F)c1 | 3
COc1ccc(OC)c(C(=O)c2oc3ccc(OC)cc3c2N)c1 | 9
O=C(c1cscn1)N1CCSc2ncccc21 | -8
COCCNC(=O)c1c(C(F)(F)F)nn(C2CCCN(C(C)C)C2)c1C (stereo not drawn) | -8
COc1ccc(Cl)cc1-c1csc(-c2cc3ccc(OC(C)=O)cc3oc2=O)n1 | -5
Cc1cc(Nc2ccc3c(n2)C(=O)N([C@H](C)C(=O)NC(C)C)C3)n(C)n1 | 7
Cn1cc(C(=O)N2CCCC(O)(CO)CC2)c2ccccc21 (stereo not drawn) | -9

Remaining list, next part.
SMILES | mcGAS MS inh
Cc1cc(C)c2cc(C(=O)N3CCC(OCCN(C)C)CC3)[nH]c2c1 | -15
Cc1ccc(CN2CCN(C(=O)c3n[nH]c4c3CCC4)C(C)C2=O)cc1 (stereo not drawn) | -9
COc1ccc(C(=O)N2CCCC(OCc3cccc(OC)c3)C2)cc1 (stereo not drawn) | -1
COc1ccc(NC(=O)Cc2ccccc2F)cc1Cl | -16
C[C@H]1COC(C#N)CN1Cc1ccccc1 (stereo partly drawn) | -6
CCCCn1c(=O)[nH]c(=O)c2c1nc(-c1ccncc1)n2CCC | -2
Cc1cn2c(n1)C(CNCc1cnn(C(C)(C)C)c1)CCC2 (stereo not drawn) | -7
Cc1ccc(CNC(=O)C2CCC(=O)N(Cc3ccccn3)C2)s1 (stereo not drawn) | -4
Oc1ccccc1/C=N\Nc1nn2cnnc2c2ccccc12 | -8
CC(=O)C1=C(O)CC(C)(O)C(C(C)=O)C1C (stereo not drawn) | -8
CCOC(=O)N1CCN(C(=O)CCc2nnc(Cc3ccc(-c4ccccc4)cc3)o2)CC1 | -9
Cc1ccc(F)cc1NC(=O)c1cc(S(=O)(=O)N2CCOCC2)cn1C | -10
C=CCn1c(CCCNC=O)nc2ccccc21 | -4
COc1ccccc1N1CCN(C(=O)c2cc(Cl)ccc2O)CC1 | -4
C=C(C)COc1ccccc1C(=O)Nc1cccc(NC(=O)CC)c1 | -10
COCCOC1CCCN(C(=O)c2ccc([N+](=O)[O-])cc2)C1 (stereo not drawn) | -7
Cc1cnn(C2CCN(C3CCCN(c4ccccc4)C3=O)CC2)c1 (stereo not drawn) | -53
CCOC(=O)c1[nH]c(COC(=O)CCC2CCCC2)c(C(=O)OCC)c1C | -5
N#Cc1cccc(C=C2N=C(c3cccc(F)c3)OC2=O)c1 | -3
Fc1ccc(-c2cncnc2)c(Cl)c1 | -15
Cc1sc2nc(C(C)Sc3nnnn3Cc3cccs3)[nH]c(=O)c2c1C (stereo not drawn) | 4
COCCNCc1cccn1Cc1ccccc1 | -6
COc1cccc(OCCCCCCOc2cccc(OC)c2)c1 | -13
Cc1ccnc(NCCNCc2nnc(-c3ccc(C)n3C)o2)c1 | -14
COC(=O)[C@H]1C[C@@H](O)CCN1C(=O)CN1C[C@@H](C)O[C@@H](C)C1 | 6
OCc1nc2ccccc2s1 | -8
COc1ccc(-c2nc(Cn3cc(C)cn3)c(C)o2)c(C)c1C | -25
CC1(c2ccc(Br)cc2)NN=Cc2nc3ccccc3c(=O)n21 (stereo not drawn) | -9
C=CCN(Cc1ccc(Cl)s1)C(=O)Cn1ccccc1=O | -10
N#Cc1c(N)n(-c2ccc(Br)cc2F)c2nc3ccccc3nc12 | -9
CC(=O)N1CCC(NC(=O)c2ccc(Cl)c(NC(=O)c3cccs3)c2)CC1 | -5
Cc1ccccc1OCC(=O)NCCS(=O)(=O)N1CCN(c2ccccn2)CC1 | -4
Cc1ccc2[nH]c(=O)n3nc(C4CC4)nc3c2c1 | -15
Cc1ccccc1CN1CCC(CN(Cc2cccnc2)C(=O)c2scnc2C)CC1 | -9
COc1ccc(-c2c3c(=O)n(CCO)ccc3nc3nc(C)nn23)cc1 | -1
COc1ccc(-n2sc3c(c2=S)-c2cc(OC)ccc2NC3(C)C)cc1 | -11
COCCn1c(=NC(=O)C2=COCCO2)sc2cc(OC)ccc21 | -11
COC(=O)c1sccc1S(=O)(=O)Nc1ccc(F)cc1Cl | -2
CC(C(=O)Nc1ccc(N2CCCC2)cc1)N1C(=O)C2CC=CCC2C1=O (stereo not drawn) | -7
COCCn1c(N2CCN(CCCc3ccccc3)CC2)nc2c1c(=O)[nH]c(=O)n2C | -1
